# UHRF1 binding – UHRF1 methyl-DNA binding inhibition; UHRF1 binding to methylated oligo, TR-FRET; inhibition, % at 4.4 µM; 0.75% of 370,000 active; in the data active means inhibition above about 21%;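 further: UHRF1 SRA domain binding a hemimethylated CpG hairpin DNA probe; 0% = median of test compound wells and 100% = reference inhibitor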
# KLK7 zymogen act – activates the human kallikrein-7 zymogen. purified proKLK7, EDANS-DABCYL substrate fluorescence; 100% is mature enzyme control, 0% vehicle. 0.9% of 370,000 active. P49862. AID 652039. activation, % at 7 µM;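 active means activation above the mean of all tested compounds plus 3 SD, computed per campaign excluding outliers beyond control limits, cut at about 13% in these data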
# PLCg1 inh – PLC-gamma1 (human) inhibition, primary screen. purified PLC-gamma1, fluorogenic substrate, fluorescence. inhibition, % at 12.2 µM. 0.84% of 370,000 active; in the data active means inhibition above about 9.5%
# Target sequence (P19174 whole entry, looked up): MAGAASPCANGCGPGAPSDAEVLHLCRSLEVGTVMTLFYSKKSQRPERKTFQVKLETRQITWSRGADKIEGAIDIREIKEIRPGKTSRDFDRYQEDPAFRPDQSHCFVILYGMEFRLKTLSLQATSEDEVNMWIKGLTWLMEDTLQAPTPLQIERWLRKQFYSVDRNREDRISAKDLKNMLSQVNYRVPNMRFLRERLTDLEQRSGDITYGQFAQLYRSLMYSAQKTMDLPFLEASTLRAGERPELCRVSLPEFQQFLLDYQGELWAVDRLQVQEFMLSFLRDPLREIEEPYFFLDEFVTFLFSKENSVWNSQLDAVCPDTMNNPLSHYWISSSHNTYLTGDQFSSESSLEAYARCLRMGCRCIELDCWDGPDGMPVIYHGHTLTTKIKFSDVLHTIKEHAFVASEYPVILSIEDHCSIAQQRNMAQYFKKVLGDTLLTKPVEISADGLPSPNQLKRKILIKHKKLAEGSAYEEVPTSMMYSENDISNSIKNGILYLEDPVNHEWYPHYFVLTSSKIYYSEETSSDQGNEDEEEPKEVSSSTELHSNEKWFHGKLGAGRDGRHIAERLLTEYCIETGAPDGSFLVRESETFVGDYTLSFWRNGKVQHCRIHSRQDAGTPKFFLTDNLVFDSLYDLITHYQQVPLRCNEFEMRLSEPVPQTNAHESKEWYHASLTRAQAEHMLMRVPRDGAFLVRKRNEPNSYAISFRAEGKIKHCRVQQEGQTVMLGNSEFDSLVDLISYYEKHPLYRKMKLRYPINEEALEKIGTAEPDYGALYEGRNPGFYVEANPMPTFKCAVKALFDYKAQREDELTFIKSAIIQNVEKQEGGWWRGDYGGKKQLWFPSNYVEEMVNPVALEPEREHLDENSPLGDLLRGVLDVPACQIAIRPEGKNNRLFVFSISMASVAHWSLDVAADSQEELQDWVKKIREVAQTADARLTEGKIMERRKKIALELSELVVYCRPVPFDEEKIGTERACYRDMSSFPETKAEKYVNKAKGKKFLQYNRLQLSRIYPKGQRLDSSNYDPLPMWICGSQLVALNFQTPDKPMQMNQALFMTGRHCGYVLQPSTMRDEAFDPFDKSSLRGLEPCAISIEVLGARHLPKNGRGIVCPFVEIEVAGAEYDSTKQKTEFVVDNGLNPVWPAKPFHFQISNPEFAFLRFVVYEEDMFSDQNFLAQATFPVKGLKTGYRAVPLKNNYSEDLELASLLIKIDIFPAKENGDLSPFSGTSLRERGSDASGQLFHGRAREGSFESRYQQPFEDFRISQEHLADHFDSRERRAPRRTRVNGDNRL
# MBD2 DNA inh – inhibitors of human MBD2 binding to methylated oligonucleotide. Q9UBB5. TR-FRET. inhibition, % at 4.4 µM. 0.31% of 370,000 active. AID 686964; in the data active means inhibition above about 13%
# ARFGAP1 inh – rat ARFGAP1 inhibition. Q62848. Arfgap1-stimulated ARF1 GTP hydrolysis, GDP FP detection. inhibition, % at 16.5 µM. 0.26% of 360,000 active;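 active means inhibition above a per-plate limit, mean inhibition of low control wells plus 3 SD, cut at about 25% in these data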;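 further: 0% = DMSO wells with enzyme and 100% = wells lacking Arfgap1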
#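 Material: rat Arfgap1 GAP domain (His6, aa 1-136), purified enzyme. Also added: human ARF1(Δ1-17)-GTP substrate. Compound dosing: 16.5 µM single point, 1.26% DMSO. Timing: enzyme reaction 120 min at 25 °C after 20 min preincubation. Signal: GDP detection by fluorescence polarization. Read-out basis: percent inhibition of GAP-stimulated GDP formation, scaled between DMSO and no-Arfgap1 medians.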
# ASAP1 inh – blocks human ASAP1-stimulated Arf1 GTP hydrolysis. Q9ULH1. GDP FP detection. inhibition, % at 16.5 µM. 0.19% of 360,000 active; in the data active means inhibition above about 25%;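 further: 0% = vehicle with enzyme and substrate and 100% = no enzyme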
# PLC-beta3 inh – blocks human PLC-beta3 enzyme activity | Q01970 | Purified PLC-beta3, fluorogenic substrate, fluorescence | inhibition, % at 12.2 µM | 0.18% of 370,000 active | AID 720704; in the data active means inhibition above about 11%;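 further: 0% = median of compound wells on plate and 100% = full blocker control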
# ADAM17 inh – ADAM17 inhibition, QFRET primary screen. P78536. recombinant ADAM17, EDANS/DABCYL FRET peptide cleavage. inhibition, % at 6.95 µM. 0.83% of 370,000 active. AID 720648;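 active means inhibition above the mean of compounds lying between control limits plus 3 SD, set per campaign, cut at about 8.5% in these data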;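 further: 0% = DMSO-only wells as the low control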
# DDE Tn7 FP inh – disrupts Tn7 cyclic peptide binding to fibrin D-Dimer-E complex; P02675; FP displacement of FITC-Tn7 peptide from fibrin DD(E); 0% = median of compound wells per plate; inhibition, % at 8.3 µM; 0.13% of 370,000 active; AID 720508;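 active means inhibition above the mean of compounds falling within the control limits plus 3 SD of them, cut at about 14% in these data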;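 further: 0% = plate median of compound wells and 100% = 10 µM Aha-Tn7 peptide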
#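 Assay system: Fibrin-DD(E) protein isolated from polymerized human fibrin clots; read-out basis: percent inhibition; medium: Tris/NaCl/CaCl2 buffer, pH 7.8; signal: FP measurement; incubation: 10 min plus 3 h, room temperature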
# DDE Tn6 FP inh – disrupts Tn6 cyclic peptide binding to fibrin D-Dimer-E complex; inhibition, % at 8.3 µM; P02675; 0.21% of 370,000 active; Fibrin DD(E) TRITC-Tn6 fluorescence polarization displacement;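 active means inhibition above a per-campaign cutoff: mean of compounds within control limits plus 3 SD, cut at about 15% in these data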;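 further: 0% = median of all compound wells on the plate and 100% = blocking peptide control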
# Starred values were filed as active, the others as inactive; i = inactive.
# A first look, 2 compounds:
SMILES,UHRF1 binding,KLK7 zymogen act,PLCg1 inh,MBD2 DNA inh,ARFGAP1 inh,ASAP1 inh,PLC-beta3 inh,ADAM17 inh,DDE Tn7 FP inh,DDE Tn6 FP inh
CC(C)[C@H](NC(N)=O)C(=O)Nc1ccc2c(c1)CCC2,-1.2,-0.1,3.8,6.8,7.8,4.2,-0.8,-3.0,1.9,-1.9
COc1ccc(C(=O)OCC(=O)Nc2ccc([N+](=O)[O-])cc2OC)c(O)c1,0.7,-0.1,3.8,-7.9,-1.6,1.8,-0.1,0.1,-9.3,-8.2

# Main list, from the first entry:
SMILES,UHRF1 binding,KLK7 zymogen act,PLCg1 inh,MBD2 DNA inh,ARFGAP1 inh,ASAP1 inh,PLC-beta3 inh,ADAM17 inh,DDE Tn7 FP inh,DDE Tn6 FP inh
CC(C)[C@H](NC(N)=O)C(=O)Nc1ccc2c(c1)CCC2,-1.2,-0.1,3.8,6.8,7.8,4.2,-0.8,-3.0,1.9,-1.9
COc1ccc(C(=O)OCC(=O)Nc2ccc([N+](=O)[O-])cc2OC)c(O)c1,0.7,-0.1,3.8,-7.9,-1.6,1.8,-0.1,0.1,-9.3,-8.2
O=C(Nc1ccc(N2CCOCC2)cc1)c1csc([C@H]2C[C@H](O)[C@@H](CO)O2)n1,2.5,0.1,-2.0,7.0,1.1,12.1,-0.5,-0.2,4.4,0.6
O=C(Nn1c(Cc2ccccc2)nc2ccccc2c1=O)c1c(O)c2cccc3c2n(c1=O)CCC3,1.3,0.6,-0.3,1.5,-2.0,11.9,2.2,-0.7,3.2,7.3
CCC(C)(C)NC(=O)C(NS(=O)(=O)c1cccs1)c1ccccc1 (stereo unspecified),-0.5,0.1,-0.9,-0.7,2.6,14.0,-5.1,1.5,-2.1,-4.6
COc1ccccc1CCC(=O)Nc1cccc(S(=O)(=O)N2CCCC2)c1,-1.0,0.6,1.4,0.0,7.2,-14.7,-2.0,-2.4,-2.3,-2.3
O=[N+]([O-])c1ccc(CN2CCN(c3ncccn3)CC2)cc1,3.9,-0.1,3.8,5.1,-1.5,9.3,-9.3,-3.2,3.1,-2.0
COc1ccc(C(=O)N2CCN(Cc3ccc4c(c3)OCO4)CC2)cc1[N+](=O)[O-],0.5,-0.8,2.0,4.0,-2.1,0.2,4.0,1.4,-0.5,2.0
Cc1[nH]c2ccccc2c1C1=CC(=O)C=CC1=O,-1.8,0.8,-9.0,-3.1,14.8,-3.5,-10.0,2.9,0.5,2.6
CCc1cccc(NC(=S)Nc2cccc3ccccc23)c1,-4.7,-12.2,-71.3,-6.6,-4.5,-0.5,-116.5,-60.1,8.3,5.9
COc1cc(C(c2nnnn2C(C)(C)C)N2CCN(c3nc4ccccc4s3)CC2)ccc1O (stereo unspecified),-4.8,-0.3,3.2,0.1,7.7,5.8,1.3,0.9,-1.1,9.7
CC(NC(=O)c1ccc(F)cc1Cl)C1CC2CCC1C2 (stereo unspecified),1.7,-0.2,2.0,-5.8,5.4,-6.6,2.0,-5.8,10.1,3.9
CN(C)C(=O)CN1C(=O)NC2(CCCc3ccccc32)C1=O (stereo unspecified),-0.3,-0.2,5.1,-1.8,4.9,1.0,-2.0,-2.9,7.0,-3.2
C/C(Cl)=C/Cn1c(SCCN2CCOCC2)nc2c1c(=O)[nH]c(=O)n2C,5.9,-0.6,0.0,7.8,-1.9,6.8,1.5,-2.7,-8.5,-6.2
Fc1ccc(N2CCN(c3ncnc4nc[nH]c34)CC2)cc1,-0.6,0.8,0.4,-7.1,-0.5,5.3,1.6,2.1,-0.2,-2.3
CCc1ccc(OC)c(S(=O)(=O)NCc2cccs2)c1,0.7,0.3,2.0,-6.3,-2.7,-0.1,-6.2,-2.0,-0.3,-6.4
Cc1ccc(NC(=O)/C(=C/c2cccc([N+](=O)[O-])c2)NC(=O)C2CCCCC2)c(C)c1,-0.6,-0.3,-3.1,-0.9,-8.9,-0.2,3.0,-3.4,2.8,9.0
CCOC(=O)N1CCN(C(c2ccnc3ccccc23)c2nnnn2-c2c(C)cccc2C)CC1 (stereo unspecified),-0.8,0.3,5.8,-3.3,8.0,-4.6,1.2,4.0,-3.7,2.8
Cc1ccc(OCC(=O)Nc2cccc(S(=O)(=O)N3CCCCCC3)c2)cc1C,-1.1,-0.6,-0.7,2.1,6.2,-12.5,-9.4,-3.0,1.7,-2.4
COc1cccc2[nH]c(C(=O)NCc3ccccc3)cc12,1.6,2.5,-151.3,1.8,-1.3,8.2,-208.7,-46.9,-1.6,-3.6
CCOc1cc(N2CCOCC2)c(OCC)cc1NC(=O)c1ccc(-n2ccnc2)c([N+](=O)[O-])c1,-1.7,0.7,1.6,0.1,20.9,-22.0,2.2,0.9,-3.0,-3.9
O=C(CN1C(=O)NC2(CCCCCCC2)C1=O)N1CCN(C(=O)c2ccco2)CC1,0.1,0.9,2.3,-1.6,8.3,1.9,5.8,-0.6,1.1,-6.8
Cc1cc(C)cc(N2C(=O)CC(N3CCOCC3)C2=O)c1 (stereo unspecified),1.5,1.1,-1.3,-6.9,5.6,-4.8,3.2,-1.7,-1.0,5.2
CC1=CC2=NC(=O)/C(=C\c3ccc(-c4ccc(Cl)cc4)o3)C(=N)N2O1,7.6,0.2,2.4,2.8,3.5,29.8*,-1.5,0.5,-5.0,2.2
Oc1ccccc1C1=NC(c2ccccc2)NC(c2ccccc2)C1 (stereo unspecified),-1.2,0.1,-31.1,-7.2,4.1,4.8,-33.0,-2.5,-4.4,0.0
CCOC(=O)c1ccccc1NC(=O)CSc1nnnn1C,-1.1,1.0,1.3,0.8,0.0,-3.1,0.1,-1.6,2.3,4.7
COc1cc([N+](=O)[O-])ccc1NC(=S)N1CCOCC1,-2.9,0.1,1.2,1.7,-3.6,-4.1,-3.4,-1.2,5.7,-4.8
O=C(NCCCc1ccccc1)c1cnc2n(c1=O)CCS2,11.1,0.1,4.2,2.2,-4.5,-0.4,0.3,1.9,-9.8,-8.1
N#C/C(C(N)=O)=C1/SC(Cc2ccc(F)cc2)C(=O)N1c1ccccc1 (stereo unspecified),1.4,0.0,-1.8,-3.3,8.9,-1.4,-5.0,-0.3,3.2,2.4
COC(=O)CN1C(=O)C(C)(C)Oc2ccc(C(=O)NC3CCCC3)cc21,0.6,-0.8,-1.9,0.9,-3.1,-15.7,-21.8,-2.5,-0.5,2.5
CC1(C)Cc2c(sc(NC(=O)C(=O)NCC3CCCO3)c2C(N)=O)CO1 (stereo unspecified),-1.9,0.9,-1.9,-4.2,10.0,8.2,-14.8,-4.4,3.9,-3.5
COC(=O)c1cc(NC(=O)c2cccc(F)c2)cc(C(=O)OC)c1,2.5,0.2,1.3,3.8,-1.5,-0.6,-9.4,-6.4,2.7,-13.8
CN(C)c1ccc(-c2nc3ccccn3c2/N=C/c2ccc(Br)cc2)cc1,-4.2,-27.6,i,0.0,-14.0,-3.4,i,-70.6,7.8,5.3
CC1CN(Cc2ccccc2)c2ccccc2NC1=S (stereo unspecified),4.0,-0.2,-0.1,2.1,-6.1,-1.3,1.8,1.1,3.0,-0.7
Cc1ccc(NS(=O)(=O)c2ccc3c(c2)n(C)c(=O)n3C)cc1C,5.0,-0.2,-0.5,3.6,5.4,8.0,-7.0,-5.8,3.2,-6.5
COc1ccc(-c2cc(-c3cccs3)nc(OC)c2C#N)cc1OC,-0.3,-10.3,-264.9,-2.3,-5.2,4.7,-310.4,-36.5,1.3,1.9
COc1ccccc1C(C(C(=O)c1ccccc1)N1CCOCC1)N1CCOCC1 (stereo unspecified),3.3,-2.6,-9.1,5.2,0.8,-2.2,-11.4,-2.4,8.6,4.1
CC1(C)Cc2nc3sc4c(SCC(=O)O)ncnc4c3cc2CO1,0.3,-0.5,2.4,0.6,11.0,0.5,-4.5,-3.4,-8.2,3.9
COc1c(N)c2c(c([N+](=O)[O-])c1OC)C(=O)OC2,-2.0,0.5,3.7,-3.2,1.4,-3.5,3.0,2.2,2.5,6.6
Cc1cc(O)cc(O)c1-c1onc(C(F)(F)F)c1-c1cscn1,6.8,-0.2,-0.5,-1.1,11.1,16.0,1.0,3.2,-4.5,4.0
O=C(CCC1CC(=O)Nc2ccccc21)NCc1cccnc1 (stereo unspecified),0.0,0.5,-0.8,0.1,2.6,-2.5,-0.3,-0.4,-7.9,5.7
CN(C(=O)c1ccc(NC(=O)Cc2cccc(NC(=O)C3CCCN(C(=O)C4CCC4)C3)c2)cc1)C1CC1 (stereo unspecified),0.0,0.8,1.0,-2.0,-9.8,2.2,3.4,-1.0,-5.6,3.0
CCOC(=O)c1c(C)[nH]c(C(=O)N2CCN(CC)CC2)c1C,0.0,-0.5,0.5,6.6,5.4,-0.3,-5.4,0.7,0.6,-4.1
COc1ccccc1/C=C/C(=O)Nc1ccc(N2CCOCC2)cc1,6.5,0.6,2.6,2.6,-5.4,-14.2,-4.5,1.8,-9.0,-2.8
COc1ccc(OC)c(S(=O)(=O)N2CCNCC2)c1,2.7,-0.1,-1.2,1.3,6.1,8.5,-8.0,-6.8,0.7,-0.1
OCCC1CN(Cc2ccc(F)cc2)CCN1CCc1ccccc1 (stereo unspecified),1.4,0.2,-0.6,-2.9,0.3,3.5,-5.8,-5.1,4.3,-2.3
O=C(Cc1ccccc1)c1ccc2c(c1)OCCO2,1.7,0.6,0.8,-2.9,2.8,-1.3,-6.3,-0.5,-4.6,-1.8
O=C(NCCc1ccccc1)c1nnc(CS(=O)(=O)c2ccccc2)o1,-0.7,0.5,3.5,0.4,-2.2,6.7,2.0,2.9,-4.5,-1.4
COc1cc(/C=C2\SC(=O)N(CC(=O)Nc3ccccc3F)C2=O)cc(Cl)c1O,-1.3,-0.1,-15.2,-7.5,6.0,-7.5,-20.9,-5.5,6.4,1.5
COc1cccc(N2CCN(C(=S)Nc3ccc(C)cc3C)CC2)c1,-0.1,-0.2,7.0,-7.2,6.5,-1.5,5.5,1.0,-8.7,8.4
Cc1cccc(C)c1-n1c(SCC(=O)N2CC(=O)Nc3ccccc32)nc2ccccc2c1=O,-2.1,-0.2,2.7,0.2,15.2,2.5,3.7,4.5,3.1,-1.1
CCN(CC)S(=O)(=O)c1ccc(N2CCN(C)CC2)c(NC(=O)CN2C(=O)NC3(CCCCC3)C2=O)c1,-4.4,0.0,0.1,-3.2,-6.2,-15.4,-0.8,0.9,-0.4,-5.3
CCc1ccc(NC(=O)C(NS(=O)(=O)c2cccc3nsnc23)c2ccccc2)cc1 (stereo unspecified),3.3,1.1,0.0,1.7,5.7,-3.9,-0.8,4.4,2.9,3.3

# Screens from PubChem BioAssay.

# Rows are unselected; 4.1% or so of the library scored in one or more.
